Chronic BCR inh: qHTS Assay to Find Inhibitors of Chronic Active B-Cell Receptor Signaling | AID 493014, 2011 | actives 0.05% (n = 340,000) | ABC-DLBCL IkBa-CBG/CBR reporter, luminescence ratio, 4 h | Potency, µM (series often up to 46.1 µM), inactives show top-dose ratio change, negative = lower green/red ratio, usual class: inhibitors; active = well fitted inhibition curve with a large enough effect in the signal ratio, with a control signal flat, not every such curve was filed as active; inconclusive = small, poorly fitted or top-dose-only effect, or effect the other way, or a change in a side signal; the % refers to the signal ratio;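 note: potency is the fitted concentration of half-maximal effect; plate controls were basal doxycycline-induced cells for no effect and cells given 10 µM MG132 for full effect; MG132 reads +100%, hits lower the ratio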
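TMD8 ABC-DLBCL cells carrying doxycycline-inducible green luciferase fused to IkappaBalpha plus unfused red luciferase were exposed to compounds (up to 46 uM) for 4 hrs at 37C. Activity came from the overlap-corrected green/red luminescence ratio.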
PKM2 act: qHTS Assay for Activators of Human Muscle isoform 2 Pyruvate Kinase. AID 1631, 2009. Potency, µM (top dose mostly 57.5 µM), inactives show top-dose activation, most hits filed as activators. purified PKM2, Kinase-Glo ATP luminescence, activation; response scale: 0% is enzyme alone, no compound. Pyruvate kinase PKM (Homo sapiens), P14618. actives 0.34% (n = 260,000); note: potency is the fitted concentration of half-maximal effect; % is set by controls: 0 for no effect and ±100 for the full control effect; nearly all actives have a fitted effect of over 55% in size
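ATP formation by purified human PK-M2, quantified via coupled luciferase luminescence after 1 h at room temperature with 0.1 mM ADP and 0.5 mM PEP final.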
GALK inhibitor: qHTS Assay for Inhibitors of Human Galactokinase (GALK); Purified GALK, Kinase-Glo residual ATP luminescence; P51570; actives 0.007% (n = 270,000); Potency, µM (titrated, usually from 57.5 µM), for the others: at the highest dose activity change, negative = inhibition, usual class: inhibitors; AID 1868, 2009; note: potency is the fitted concentration of half-maximal effect; % is set by controls: 0 for no effect and ±100 for the full control effect
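Galactose (100 uM) and ATP (35 uM) were turned over by 5 nM GALK for 1 h at RT. Kinase-Glo Plus then converted the remaining ATP into a luminescent signal.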
TSG101-PTAP inh: qHTS Assay for Iinhibitors of HIV-1 Budding by Blocking the Interaction of PTAP/TSG101; Tumor susceptibility gene 101 protein (Homo sapiens), Q99816; Fluorescence polarization, FITC-PTAP peptide / Tsg101 binding; Potency, µM (doses to about 115 µM), for inactives: top-dose activity change, negative = inhibition, actives largely listed as inhibitors; 340,000 tested, under 10 active; AID 493005, 2010; active = well fitted inhibition curve with a large enough effect in the main read-out, with a control signal flat, not every such curve was filed as active; inconclusive = small, poorly fitted or top-dose-only effect, or effect the other way, or a change in a side signal; inactive = no such curve, though single readings can be large or run the other way; note: potency is the fitted concentration of half-maximal effect; % of control where 0% means no effect
Target sequence (Q99816 whole entry, looked up): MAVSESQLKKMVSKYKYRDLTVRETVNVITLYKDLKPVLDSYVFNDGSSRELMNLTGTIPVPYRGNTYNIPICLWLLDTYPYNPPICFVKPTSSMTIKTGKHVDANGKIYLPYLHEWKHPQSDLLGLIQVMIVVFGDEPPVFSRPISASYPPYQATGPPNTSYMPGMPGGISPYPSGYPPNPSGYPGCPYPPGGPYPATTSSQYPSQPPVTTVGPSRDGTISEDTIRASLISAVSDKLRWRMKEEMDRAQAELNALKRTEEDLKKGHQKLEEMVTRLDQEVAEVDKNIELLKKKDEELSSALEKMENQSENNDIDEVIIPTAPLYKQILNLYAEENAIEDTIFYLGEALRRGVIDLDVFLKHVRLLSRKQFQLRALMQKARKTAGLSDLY
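Steps: Tsg101 binding domain dispensed (10 uM final), compounds pinned in DMSO, FITC-labeled PTAP-motif peptide added (50 nM final); after 20 min binding at room temperature, polarization measured.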
Giardia kill: Small Molecules that selectively kill Giardia lamblia: qHTS; activity change, % at 7.66 µM, hits read low; Giardia lamblia trophozoite viability; actives 0.15% (n = 340,000); AID 540267, 2011; in the data active = activity change below about -80%; inconclusive = between about -30% and that limit;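 note: parasites exposed to compound for two days anaerobically before the ATP read; % is set by controls: 0 for no effect and ±100 for the full control effect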
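Viability, read as ATP luminescence: trophozoites at 100 cells/well, compound added, 48 hrs anaerobic at 37 deg C, then 15-30 min room-temperature development before reading.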
Tb PFK block: qHTS Assay to Find Inhibitors of T. brucei phosphofructokinase | actives 0.17% (n = 330,000) | T. brucei PFK, ADP-Glo luminescence | Potency, µM (series often up to 57.5 µM), for the others: top-dose activity, negative = inhibition, actives largely listed as inhibitors;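 note: potency is the fitted concentration of half-maximal effect; 0% = uninhibited 1x PFK enzyme wells and -100% = no-enzyme wells; nearly all actives have a fitted effect of over 60% in size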
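Compounds were pin-transferred as a titration series up to 57 uM into substrate buffer (0.5 mM F6P, 0.1 mM ATP, pH 8.0), then 1.25 nM PFK was added and reactions ran 45 min before ADP-Glo detection.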
Integrin act MD: qHTS for Activators of Integrin-Mediated Alleviation for Muscular Dystrophy; alpha7betagal myoblasts, beta-gal FDG fluorescence, 48 h; Potency, µM (top dose mostly 38.3 µM), inactives show at the highest dose activation, usual class: activators; actives 0.064% (n = 350,000); AID 624291, 2012;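 note: potency is the fitted concentration of half-maximal effect; 100% = response of the positive control SU9516; nearly all actives have a fitted effect of over 60% in size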
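alpha7betagal+/- myoblasts (passage 13, 250/well) treated 48 h at 37C with compounds at 1:260 dilution of DMSO stock. Lysed, then beta-galactosidase activity read as FDG fluorescence (ex 480/em 540) after 30 min, with pre-read for autofluorescence.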
FBPA coupling cs: qHTS Assay for Inhibitors of Fructose-1,6-bisphosphate Aldolase from Giardia Lamblia: Coupling assay counterscreen; coupling enzyme system counterscreen, AmpLite Red fluorescence; activity change, negative = inhibition, % at 58.2 µM, hits read low; actives 0.67% (n = 290,000); in the data active = activity change below about -30%; note: % is set by controls: 0 for no effect and ±100 for the full control effect
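Activity here indicates interference with the coupling reaction, not aldolase inhibition. Compounds at 57.5 uM final met coupling enzymes for 10 min at RT; substrate and AmpLite Red detection followed, with a 525/598 nm fluorescence read after 20 min.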
S-ASM inh: Inhibitors of Secretory Acid Sphingomyelinase (S-ASM): qHTS; Potency, µM (series often up to 57.5 µM), for inactives: at the top dose activity change, negative = inhibition, actives largely listed as inhibitors; actives 0.006% (n = 340,000); AID 504937, 2011; placental ASM, HMU-PC fluorogenic substrate, 60 min; note: potency is the fitted concentration of half-maximal effect
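Human placenta-derived ASM enzyme was preincubated with compound for 10 minutes at room temperature, then given fluorogenic substrate HMU-PC0 (9 uM final) for 60 minutes at 37 °C; a pH 10 stop preceded fluorescence reading at Ex 386/Em 447 nm.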
B2AR arrestin: qHTS assay of beta-arrestin-biased ligands of beta2-adrenergic receptor; Potency, µM (doses to about 46.1 µM), inactives show at the highest dose activation, most hits filed as activators; beta-arrestin recruitment to beta2AR, cell-based reporter; Beta-2 adrenergic receptor (Homo sapiens), P07550; actives 0.02% (n = 330,000);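 note: potency is the fitted concentration of half-maximal effect; 0% = DMSO controls and full agonism = EC100 isoproterenol or metaproterenol; nearly all actives have a fitted effect of over 65% in size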
Menin MLL FP TR: qHTS Assay for Inhibitors Targeting the Menin-MLL Interaction in MLL Related Leukemias: Competition With Texas Red Labeled MLL-derived Mutant Peptide | Menin + Texas Red MLL mutant peptide, fluorescence polarization | Potency, µM (titrated, usually from 61.6 µM), for inactives: at the top dose FP activity change, negative = inhibition, hits mostly inhibitors | actives 0.23% (n = 270,000) | AID 1768, 2009; active = well fitted inhibition curve with a large enough effect in the polarisation, with a control signal flat, not every such curve was filed as active; inconclusive = small, poorly fitted or top-dose-only effect, or effect the other way, or a change in a side signal; inactive = no such curve, though single readings can be large or run the other way; the % refers to the polarisation; note: potency is the fitted concentration of half-maximal effect; % of control where 0% means no effect; many of its hits are not listed in these tables
Target sequence (O00255 whole entry, looked up): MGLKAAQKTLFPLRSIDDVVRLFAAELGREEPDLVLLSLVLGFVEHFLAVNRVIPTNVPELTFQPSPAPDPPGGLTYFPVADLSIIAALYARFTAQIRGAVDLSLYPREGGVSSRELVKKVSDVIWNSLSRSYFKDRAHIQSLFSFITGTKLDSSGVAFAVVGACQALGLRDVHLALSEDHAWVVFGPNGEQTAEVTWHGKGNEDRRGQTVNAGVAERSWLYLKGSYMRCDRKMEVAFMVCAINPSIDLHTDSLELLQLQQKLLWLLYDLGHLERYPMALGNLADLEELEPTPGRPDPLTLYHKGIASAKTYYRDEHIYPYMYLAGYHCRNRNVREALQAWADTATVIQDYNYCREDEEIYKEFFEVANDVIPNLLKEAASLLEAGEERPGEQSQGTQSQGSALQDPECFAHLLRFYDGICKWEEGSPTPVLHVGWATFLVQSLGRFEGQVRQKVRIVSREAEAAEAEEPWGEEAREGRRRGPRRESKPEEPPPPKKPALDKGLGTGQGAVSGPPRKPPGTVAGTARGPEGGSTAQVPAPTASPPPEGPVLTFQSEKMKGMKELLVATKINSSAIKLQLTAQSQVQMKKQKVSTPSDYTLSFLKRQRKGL
* marks the source's active call; other numbers are inactive results; ? = inconclusive; · = not tested or not shown; [ ] = remark or other dose. Unless noted, calls come from the whole dose curve; as a rule, active = well fitted curve in the direction sought with a large enough effect; inconclusive = small, poorly fitted or top-dose-only effect, or another doubt; inactive = no such curve, though single readings can be large; an effect the other way counts as inactive or inconclusive. These rows are one share of the data; count on the stated rates, not on these rows.

cpd	Molecule	B2AR arrestin	Tb PFK block	TSG101-PTAP inh	Chronic BCR inh	Menin MLL FP TR	S-ASM inh	Integrin act MD	FBPA coupling cs	PKM2 act	Giardia kill	GALK inhibitor
1	Oc1ccc(O)c2c1C1c3ccccc3C2c2ccccc21	-0.1%	-17.9%	·	?	?	·	·	0.1	-2.3%	·	-3.5%
2	c1coc(CNc2nc3ccccc3n2CCN2CCOCC2)c1	0.2%	-4.5%	-3.2%	?	-17.6%	4.0%	-24.3%	2.6	-4.8%	6.2	0.5%
3	O=C(NCCCN1CCOCC1)c1cc2ccccc2cc1O	3.2%	7.7%	-1.9%	-2.4%	·	·	5.3%	·	·	-0.1	·
4	O=C(N=C1SC2CS(=O)(=O)CC2N1c1ccccc1C(F)(F)F)C1CCCO1 (centres undefined)	-0.3%	0.7%	0.9%	4.6%	·	-0.5%	-4.8%	·	·	-16.6	-2.6%
5	O=C(O)c1sc2cc(C(F)(F)F)cnc2c1-c1ccccn1	-0.1%	1.5%	3.3%	1.8%	-15.3%	3.8%	0.0%	7.2	-7.1%	-23.8	-0.6%
6	Cc1cc2nc(C3CCN(Cc4nnnn4Cc4ccccc4)CC3)[nH]c2cc1C	-0.1%	0.2%	-3.8%	6.8%	-17.6%	-0.1%	-15.7%	0.3	2.0%	24.7	3.0%
7	Cc1ccc(NC(=O)CO/N=C(\N)c2nonc2N)cc1C	-0.8%	-1.0%	-3.0%	14.6%	9.3%	-3.3%	10.0%	5.8	0.2%	-6.1	0.7%
8	NNc1ncnc2c1cnn2-c1ccccc1	2.4%	-3.5%	-4.4%	?	·	-1.7%	?	-4.0	-11.7%	-1.9	0.3%
9	COc1ccc(S(=O)(=O)N2CN(CCc3ccc(OC)c(OC)c3)c3nc4ccccc4nc32)cc1	-0.5%	5.5%	0.9%	6.8%	0.7%	-1.6%	3.8%	-3.5	-3.0%	12.6	-3.4%
10	CCOc1cc(C(=O)NCCN2CCOCC2)cc(OCC)c1OCC	0.2%	1.8%	-3.1%	-10.0%	-9.0%	-0.2%	0.0%	1.0	3.6%	-8.7	1.1%
11	CCOc1ccc(NC(=O)CSc2nncc(=O)n2N)cc1	0.2%	2.1%	·	-3.6%	2.5%	-1.8%	-24.8%	0.5	11.5%	1.7	-5.1%
12	C/C(=N/NC(=O)CSc1ccccn1)c1ccc([N+](=O)[O-])cc1	-0.1%	-15.6%	0.7%	?	12.5%	-1.2%	-8.9%	3.7	9.3%	2.1	0.4%
13	CC12CC3CC(C1)CC(C(=O)NNC(=O)c1ccncc1)(C3)C2	-0.4%	3.6%	-4.8%	1.0%	·	0.0%	13.3%	·	·	4.4	·
14	CC(=O)c1c(C)n(CCO)c2ccc(O)cc12	-0.1%	-1.5%	-3.4%	0.2%	·	-1.0%	3.2%	6.8	-10.2%	-2.2	-1.7%
15	COc1ccccc1N(C)S(=O)(=O)c1ccc(C(=O)N(CC(N)=O)C(C)C)cc1	-0.1%	-1.8%	-1.5%	-7.5%	-7.5%	0.6%	-6.8%	-1.1	-17.3%	-11.0	0.3%
16	Cc1ccc(S(=O)(=O)N2CCOCC2)cc1C(=O)NCc1ccc2c(c1)OCO2	-0.2%	-4.0%	-1.7%	0.9%	14.1%	3.0%	4.8%	5.0	0.0%	4.6	-0.2%
17	O=C(CCN1C(=O)/C(=C\c2ccccc2Cl)SC1=S)N1CCN(c2ccccc2)CC1	-1.0%	2.6%	-5.3%	0.1%	-2.4%	-8.7%	-18.4%	1.9	-2.0%	-8.1	-1.5%
18	CC(=O)Nc1ccc(S(=O)(=O)N(C#N)c2nc(C)cc(C)n2)cc1	0.1%	-1.2%	-5.0%	-3.5%	12.1%	-5.1%	-6.9%	-2.9	-3.8%[11.5 µM]	-4.0	7.1%
19	O=C(COC(=O)Cn1cnc2ccccc21)Nc1ccc(F)c(F)c1	-0.1%	?	0.7%	-6.4%	·	?	-22.3%	·	·	22.3	·
20	Cc1cc(C)c(NC(=O)C2CC(=O)N(Cc3ccccc3)C2)c(C)c1 (centres undefined)	0.1%	-2.2%	-1.1%	8.8%	3.1%	-3.1%	11.3%	-0.3	-0.7%	6.0	8.4%
21	O=C(CCC(=O)CCN1CCCCC1)CCN1CCCCC1	·	·	-7.4%	·	-26.7%	8.1%	-33.7%	-0.4	0.7%	-8.8	4.6%
22	CCOC(=O)C1=C(C)N(C)C(C)=C(C(=O)OCC)C1c1ccncc1	0.1%	-5.7%	-1.4%	-0.9%	13.3%	9.9%	24.8%	1.4	4.5%	-1.5	-0.3%
23	N#CCSc1nnc(C2CCCCC2)n1Cc1ccccc1	-0.3%	-0.7%	-5.0%	-0.5%	5.8%	3.7%	-16.9%	2.5	3.5%	6.1	0.0%
24	O=[N+]([O-])c1ccc(NNS(=O)(=O)c2cc(Cl)ccc2Cl)nc1	-0.7%	-22.6%	10.6%	18.1%	·	-8.5%	-38.9%	·	·	20.9	3.4%
25	CN(c1ccccc1C(=O)Nc1ccc(F)c(Cl)c1)S(C)(=O)=O	0.1%	-2.8%	-6.2%	-12.4%	-5.9%	0.0%	0.5%	0.4	-2.5%	2.4	0.2%
26	COc1cccc(CNC(=O)c2cc(=O)[nH]c3ccc(S(=O)(=O)N4CCOCC4)cc23)c1	-0.2%	1.6%	-5.2%	-3.9%	·	-4.1%	-23.3%	·	·	-10.4	·
27	CNC(=S)N1CCc2sccc2C1C (centres undefined)	-0.3%	-3.0%	-4.3%	-3.8%	·	-1.4%	?	-7.2	0.0%	14.8	0.7%
28	CCc1ccc2oc(=O)cc(CN3CCCCC3C)c2c1 (centres undefined)	0.3%	2.0%	-4.5%	?	-7.5%	0.5%	-5.0%	4.0	22.5%	2.6	5.1%
29	O=C(c1ccncc1)N1CCN(S(=O)(=O)c2ccccc2F)CC1	7.2%	1.0%	-2.7%	-0.6%	·	4.7%	2.8%	·	·	-4.6	·
30	CCOc1ccc(/C=N/Nc2nc(C)cs2)c(O)c1	-1.0%	0.6%	-3.6%	-0.6%	?	23.6%	-20.2%	-0.4	-3.2%	4.8	2.5%
31	Cc1cccc(-c2nnnn2-c2cccc(C)c2)c1	0.2%	-13.5%	-3.5%	7.9%	1.9%	-4.3%	4.2%	-16.9	0.6%	-2.4	7.0%
32	COc1cc([N+](=O)[O-])ccc1NC(=S)NNC(=O)CCC(=O)Nc1ccccc1Cl	0.1%	0.8%	-5.9%	8.0%	·	-4.6%	17.2%	·	0.9%	-12.4	7.4%
33	CCS(=O)(=O)NCCc1cc2ccc(C)cc2[nH]c1=O	-0.2%	-5.0%	-2.4%	?	10.7%	5.5%	-7.2%	-1.5	-0.2%	-4.6	-2.4%
34	Cn1c(C(=O)OC(C(=O)NCC2CCCO2)c2cccnc2)cc2sccc21 (centres undefined)	-0.3%	10.7%	-0.5%	-10.3%	-8.5%	2.0%	5.5%	2.3	4.5%	-19.0	11.5%
35	O=C(CCC(=O)Nc1cccc(Cl)c1)N/N=C/c1cc([N+](=O)[O-])ccc1O	0.0%	28.0%	1.4%	0.9%	?	-6.1%	-13.1%	0.4	-6.5%	0.0	3.5%
36	N#C/C(=C\c1c(Cl)cccc1Cl)c1nc2ccccc2[nH]1	0.5%	-5.3%	0.6%	?	57.6%[activator]	0.3%	14.3%	-0.9	4.9%	28.3	1.5%
37	Cc1cccc[n+]1CCCCCCCCCC[n+]1ccccc1C	-0.7%	-1.1%	-1.7%	1.3%	2.1%	-1.3%	10.5%	4.3	-5.8%	0.0	5.3%
38	O=C(N/N=C/c1ccc([N+](=O)[O-])o1)c1cc(-c2ccc(-c3ccccc3)cc2)nc2ccccc12	-0.2%	-2.7%	-0.4%	?	?	-2.9%	-16.5%	-3.6	-1.7%	-97.6*	-0.5%
